NPYLR7 agonist = agonists of mosquito NPYLR7 receptor, primary screen, cell-based, Aedes aegypti, calcium fluorescence, mosquito biting behavior; Aedes aegypti neuropeptide Y-like receptor 7 (NPYLR7); HEK293T NPYLR7/Galpha15, GCaMP6s calcium fluorescence; activation, % at 10 µM; hit rate 0.15% among 270,000; AID 1259423, 2018; in the data active means activation above about 40%;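 further: 0% = vehicle and 100% = reference agonist at the receptor; some compounds past the cut are filed as inactive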
hcGAS lum = Primary biochemical luminescence assay for human cyclic GMP-AMP synthase inhibitors. Q8N884. recombinant h-cGAS, ATP depletion, Kinase-Glo luminescence. inhibition, % at 12.5 µM. hit rate 0.081% among 290,000. AID 1259398, 2018;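 further: 0% = vehicle reaction and 100% = reaction without DNA for no activity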
Target sequence (Q8N884 whole entry, looked up): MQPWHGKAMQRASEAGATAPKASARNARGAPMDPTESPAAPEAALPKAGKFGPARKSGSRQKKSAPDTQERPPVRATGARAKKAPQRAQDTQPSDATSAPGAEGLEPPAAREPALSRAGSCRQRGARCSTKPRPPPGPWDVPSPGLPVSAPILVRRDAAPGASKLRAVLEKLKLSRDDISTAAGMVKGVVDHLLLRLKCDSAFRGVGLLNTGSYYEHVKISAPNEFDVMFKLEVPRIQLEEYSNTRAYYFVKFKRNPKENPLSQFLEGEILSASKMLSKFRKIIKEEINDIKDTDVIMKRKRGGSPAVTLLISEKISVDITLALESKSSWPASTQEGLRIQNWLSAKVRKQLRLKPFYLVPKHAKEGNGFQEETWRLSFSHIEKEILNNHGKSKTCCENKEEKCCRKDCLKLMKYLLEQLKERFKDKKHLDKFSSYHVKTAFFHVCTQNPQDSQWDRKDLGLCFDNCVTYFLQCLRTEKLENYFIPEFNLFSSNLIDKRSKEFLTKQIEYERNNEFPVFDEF
mcGAS lum = cyclic GMP-AMP synthase inhibitors, mouse, primary biochemical chemiluminescence; Q8C6L5; recombinant cGAS, Kinase-Glo ATP depletion luminescence; inhibition, % at 12.5 µM; hit rate 0.15% among 160,000; AID 1259399, 2018;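 further: 0% = negative control wells and 100% = reference inhibitor with no enzyme activity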
The depositor's hits bear a star; nt = not tested or not shown; & = joins results of further samples. Unless noted, no stated cut-off is given here; in the data, active means inhibition above about 40%; inactive means the rest. The list is partial; rates above refer to the full screens.

SMILES	NPYLR7 agonist	hcGAS lum	mcGAS lum
COc1ccccc1C1SCC(=O)N(CC(=O)O)c2c1c(C(C)(C)C)nn2-c1cccc(Cl)c1 (configuration not stated)	7.6	1.0	2.0
CC(=O)C12C(=O)Oc3ccc4ccccc4c3C1C2(C)C(=O)c1ccc(C)cc1 (configuration not stated)	-10.7	-3.6	-6.0
O=C(NCCCN1CCCC1=O)C(C1CCCC1)N1CCN(C(=O)COc2ccccc2)CC1 (configuration not stated)	-11.0	0.7	-2.6
O=C(Nc1ccccc1C(F)(F)F)c1cccn(Cc2ccc(Cl)cc2)c1=O	16.7	-11.5	nt
CCC12CN3CCN(CC(C3)/C1=N/N)C2	-12.8	-1.8	nt
CC(C)(C)c1nn(-c2cccc(Cl)c2)c2c1C(c1ccsc1)SCC(=O)N2CC(=O)O (configuration not stated)	2.2	-4.0	-5.6
CC(Cc1ccccn1)N(C)Cc1ccc2c(c1)OCCO2 (configuration not stated)	nt	-10.8	-13.0
CCOc1ccccc1CNCc1cnc(SC)nc1N(C)C1CCN(C)CC1	21.7	-7.1	-5.1
CCN(CC)P1(=S)C(=C2N(C)c3ccccc3C2(C)C)C=NN1c1ccccc1 (configuration not stated)	0.7	7.8	nt
Cc1nc(C(F)(F)F)nc(N2CCC3(CCN(C)C3)CC2)c1C	10.3	-9.9	nt
CCc1ccc2occ(CC(=O)N3CCN(C)C4(CCN(C)CC4)C3)c2c1	-1.4	-0.3	0.5
CC(C)c1ccccc1OCc1nc(CN(CCN2CCCCC2)C(=O)Cc2ccccc2)cs1	5.3	-4.6	-8.4
CC(C)(C)n1ncc2c1NC(N1CCN(CC(F)F)CC1)=NC2	3.9&1.7	-3.9&-2.4	-7.1
CC(=O)N1CCN2C[C@@H](c3ccccc3)[C@H](CO)[C@H]2C1	8.7	-10.3	-2.8
CC1=C(C(=O)OC(C)C)C2(C(=O)Nc3ccccc32)C(C#N)C(=N)O1 (configuration not stated)	14.4	0.6	3.6
COc1ccccc1[C@@H]1CN(C(=O)c2occc2C)[C@@H]2C3CCN(CC3)[C@@H]21	0.8	-1.9	nt
O=C(NCCCN1CCOCC1)C(C1CCCC1)N1CCN(C(=O)COc2ccccc2)CC1 (configuration not stated)	-21.3	3.6	-0.7
O=c1oc2ccccc2c(O)c1C1c2ccccc2Nc2c1c(=O)oc1ccccc21 (configuration not stated)	3.4	-2.5	nt
CC12CN3CCN(CC(C3)C1(O)CN)C2 (configuration not stated)	-1.7	-5.5	nt
OC12CCC(CC1)N(Cc1ccccn1)C2CN1CCOCC1 (configuration not stated)	-3.7	1.2	-3.7

Only NPYLR7 agonist, for some of the entries so far:
Compound	NPYLR7 agonist
CC(C)(C)n1ncc2c1NC(N1CCN(CC(F)F)CC1)=NC2	3.9&1.7
O=C(Nc1ccccc1C(F)(F)F)c1cccn(Cc2ccc(Cl)cc2)c1=O	16.7
OC12CCC(CC1)N(Cc1ccccn1)C2CN1CCOCC1 (configuration not stated)	-3.7
COc1ccccc1C1SCC(=O)N(CC(=O)O)c2c1c(C(C)(C)C)nn2-c1cccc(Cl)c1 (configuration not stated)	7.6
COc1ccccc1[C@@H]1CN(C(=O)c2occc2C)[C@@H]2C3CCN(CC3)[C@@H]21	0.8

Three compounds from above, ordered by length of the SMILES, smallest number first:
SMILES	NPYLR7 agonist	hcGAS lum	mcGAS lum
OC12CCC(CC1)N(Cc1ccccn1)C2CN1CCOCC1 (configuration not stated)	-3.7	1.2	-3.7
CC1=C(C(=O)OC(C)C)C2(C(=O)Nc3ccccc32)C(C#N)C(=N)O1 (configuration not stated)	14.4	0.6	3.6
COc1ccccc1C1SCC(=O)N(CC(=O)O)c2c1c(C(C)(C)C)nn2-c1cccc(Cl)c1 (configuration not stated)	7.6	1.0	2.0

Other records:
SMILES	NPYLR7 agonist	hcGAS lum	mcGAS lum
COC(=O)C1C(=N)Oc2cc(C)n(Cc3ccccc3)c(=O)c2C12C(=O)N(C)c1ccccc12 (configuration not stated)	-0.7	-0.1	-7.4
COC(=O)C1C2c3ccccc3OC1(C)N=c1s/c(=C/c3ccc(OC)cc3)c(=O)n12 (configuration not stated)	3.7	-4.5	nt
CC(C)NC(=O)N1C[C@@H]2C[C@H](C1)c1ccc(/C=C/c3ccc(Cl)cc3)c(=O)n1C2	-10.4	-6.9	-7.1
CC(C)CC12CN3CCN(CC(C3)/C1=N\O)C2	-8.5	-0.6	nt
O=P(Nc1ccccc1Cl)(c1ccccc1)c1nc2c(s1)CCCC2 (configuration not stated)	0.4	4.0	nt
COc1ccc(-n2nc(-c3ccccc3)c3c2N(CC(=O)O)C(=O)CSC3c2ccc(F)cc2F)cc1 (configuration not stated)	-5.6	-0.9	-4.9
O=C1OC2(CCN(Cc3cc4n(n3)CCNC4)CC2)c2ccccc21	21.5	2.4	-19.6
CC(C)(O)[C@@H]1[C@H]2OC(=O)[C@@H]1[C@]1(O)C[C@H]3O[C@]34C(=O)O[C@H]2[C@]14C	5.0	-2.7	nt
CCc1ccc(N2C(=O)/C(=C/c3cc(C)n(-c4ccc(C(=O)O)cc4)c3C)C(=O)NC2=S)cc1	19.9	14.0	2.1
O=C(NC12CC3CC(CC(C3)C1)C2)c1cn(CC2CCCNC2)nn1 (configuration not stated)	nt	-7.8	-6.4
COc1ccccc1[C@@H]1CN(C(=O)Cn2nccc2C)[C@@H]2C3CCN(CC3)[C@@H]21	0.9	-3.9	nt
Cc1n[nH]c(C)c1CC(=O)N1CCN(Cc2ccsc2)CC1	4.1	-4.8	nt
C[C@H]1CCCC(=O)CCC/C=C/c2cc(O)cc(O)c2C(=O)O1	nt	0.7	-1.7
Cc1cc(NC(=O)CN2C[C@@H](c3ccccc3)[C@@H]3[C@H]2C2CCN3CC2)no1	4.3	4.8	nt
CCc1cccc(CC)c1N(COC)C(=O)CCl	-6.8	-6.2	nt
O=C(O)CCC1NCC2CC1CN1CCCCC21 (configuration not stated)	-5.2	-3.6	nt
CCN1CCN(C(=O)Cc2csc3nc(-c4ccc(Cl)cc4)cn23)CC1	0.2	-1.4	-7.3
CC(=O)c1c[nH]c(C(=O)C(Cl)(Cl)Cl)c1	-0.8	-4.1	-2.9
Cc1cc(NC(=O)c2cccn(Cc3cccc(F)c3)c2=O)c2ccccc2n1	1.4	-1.1	nt
Cc1cc(C)cc(CN2CCC3(CCNCC3)C2)c1	23.8	-8.0	-19.1

One compound at a time (already shown). Values in the order: NPYLR7 agonist | hcGAS lum | mcGAS lum
Shown for `COc1ccccc1C1SCC(=O)N(CC(=O)O)c2c1c(C(C)(C)C)nn2-c1cccc(Cl)c1` (configuration not stated) = 7.6 | 1.0 | 2.0
Shown for `CC(C)(C)n1ncc2c1NC(N1CCN(CC(F)F)CC1)=NC2` = 3.9&1.7 | -3.9&-2.4 | -7.1
Shown for `CCN(CC)P1(=S)C(=C2N(C)c3ccccc3C2(C)C)C=NN1c1ccccc1` (configuration not stated) = 0.7 | 7.8 | nt

More records follow:
SMILES	NPYLR7 agonist	hcGAS lum	mcGAS lum
O=C(CCc1cc(=O)[nH]o1)N1C[C@H](c2ccccc2)[C@@H]2[C@H]1C1CCN2CC1	4.7	-4.5	-10.1
Cn1c(C(=O)N2CCC3(CC2)OCCO3)cc2c(=O)n3ccccc3nc21	0.8	-5.7	nt
CC1(C)CC(C)(O)P(C)(=O)O1 (configuration not stated)	0.1	-12.4	nt
C#CCN(C)S(=O)(=O)c1ccc(Cn2nc(C(=O)NCc3cnc(C)cn3)c3ccccc32)cc1	18.5	-6.0	-5.2
O=C(O)C1C2CCC(O2)C1C(=O)O (configuration not stated)	-4.0	0.6	-2.2
COCCNC(C)c1nc2ccccc2c(=O)n1-c1cc(C)ccc1C (configuration not stated)	-16.9	-1.4	nt
CN(C)C(=O)Oc1ccc(OCc2n(C)cc[n+]2C)cc1	9.2	-8.2	nt
C[C@H]1O[C@@H](OC2CC[C@]3(C=O)[C@H]4CC[C@]5(C)[C@@H](C6=CC(=O)OC6)CC[C@]5(O)[C@@H]4CC[C@]3(O)C2)C[C@H](O)[C@@H]1O (some centres not stated)	1.7	-3.4	-1.8
Cc1[nH]c2ccccc2c1C(=O)C(=O)N1CCC2(CC1)OCCO2	-3.9	-7.4	-5.8
CCn1c(C2CCCNC2)nn(CC(F)F)c1=O (configuration not stated)	-1.0	-2.0	nt
CC(=O)c1sc(N2CCN(C)CC2)nc1C	1.9	-4.1	-7.0
CCOC(=O)N1CCN(C2CCCN(C(=O)Cc3cc(OC)ccc3OC)C2)CC1 (configuration not stated)	-1.4	-8.7	nt
NC1(c2ccccc2)CCC1	1.9	-7.0	nt
O=C(COc1ccc(Cl)cc1)N1CCCC(N2CCN(c3ccc(F)cc3)CC2)C1 (configuration not stated)	-1.7	-1.2	nt
O=[N+]([O-])c1ccc2nc(N3CCNCC3)ccc2c1	2.4	5.3	-2.6
COc1cccc(C2CC3C(=O)C=CC2N3Cc2ccccc2)c1 (configuration not stated)	4.6	3.9	nt
N#Cc1ccc(NCc2cn3c(n2)CCCC3)cc1C(F)(F)F	13.8	-4.7	nt
C=C1C2C[C@]3(C4CC5[C@@]6(C)CC[C@H](O)[C@@]5(C3CC2=O)C4[N+]([O-])(CC)C6)[C@@H]1O (some centres not stated)	2.6	-4.0	-4.6
O=C(Cc1csc2nc(-c3ccccc3)cn12)N1CCN(Cc2ccccc2)CC1	2.4	3.6	-6.1
c1n[nH]cc1C1CCCNC1 (configuration not stated)	1.1	-10.4	nt
O=C(COc1ccc(F)cc1)N1CCN(Cc2ccc(-c3noc(-c4ccccc4)n3)cc2)CC1	nt	-11.2	-8.9
COC(=O)C1C(=N)Oc2cc(C)n(C)c(=O)c2C12C(=O)N(CC(C)C)c1ccccc12 (configuration not stated)	4.5	-6.3	-7.0
C[C@@H]1CC[C@H]2[C@@H](C)C(=O)O[C@@H]3O[C@@]4(C)CC[C@@H]1[C@]32OO4	-2.3	-5.4	nt
COC(=O)C12C3CCCC1C32c1ccccc1 (configuration not stated)	-2.8	-9.3	nt
O=C(Cc1cccs1)N1CCN(C(C(=O)N2CCc3ccccc3C2)C2CCCC2)CC1 (configuration not stated)	-4.7	4.2	nt
C=CCOC(=O)N1CCOC2(CNCCOC2)C1 (configuration not stated)	14.5	-5.3	nt
C=CCN1C(=O)NC(=O)/C(=C/c2ccc(N(C)C)c(Br)c2)C1=O	5.6	-4.4	-4.9
CCN(C)CCc1c[nH]c2ccc(NC(=O)c3ccco3)cc12	30.3	-3.5	-7.0
Cc1cc(C)cc(N2C(=O)NC(=O)/C(=C\C=C\c3ccco3)C2=O)c1	22.6	1.5	-4.0
O=c1[nH]c(=S)[nH]c(O)c1Cc1ccccc1	-9.8	-4.7	nt
COCCNC(C)c1nc2ccccc2c(=O)n1-c1ccc(F)c(Cl)c1 (configuration not stated)	3.4	-3.2	nt
CC(C)C12CN3CCN(CC(C3)/C1=N/O)C2	1.1	-13.4	nt
CN(C)C(=Nc1ccc(I)cc1)P(=O)(N(C)C)N(C)C	4.7	-11.2	nt
Cc1c(P(=S)(N2CCOCC2)N2CCOCC2)cc(C#N)n1C	4.7&3.8	-6.7&-10.2	nt
O=C1CC[C@@]2(O)[C@H]3Cc4ccc(O)c5c4[C@@]2(CCN3CC2CC2)[C@H]1O5	-1.3&0.7	-2.2&-6.3	-5.2
COc1cc(NC(=O)N2CCN(CCOC(c3ccc(F)cc3)c3ccc(F)cc3)CC2)cc(OC)c1	19.2	-5.3	-8.0
Cc1ccc(C=C2CC3C4CC=C5CC(O)CCC5(C)C4CCC3(C)C2O)o1 (configuration not stated)	4.2	-8.0	nt
O=C(NCCSc1ccccn1)C1CC2(CCNCC2)CN1 (configuration not stated)	10.2	-4.8	nt
O=C(Nc1ccc2c(c1)OCO2)c1nn(Cc2ccc(S(=O)(=O)N3CCCc4ccccc43)cc2)c2ccccc12	11.2	-6.7	-6.4
Oc1ccc(Cl)cc1	-7.0	-2.4	nt
Cn1nc(C2NCCc3[nH]cnc32)c2c(Cl)cccc21 (configuration not stated)	5.6	0.1	nt
N#CC1(c2ccccc2)CCN(C(=O)C2CC=CCC2C(=O)NCc2ccco2)CC1 (configuration not stated)	-4.2	-4.4	-5.7
C/C=C/CC(=O)N1CCCC2(CCN(C)CC2)CC1	-0.5	-5.8	-9.5
CCOc1ccccc1C=C1C(=O)NC(=S)NC1=O	6.3	-0.6	nt
COC(=O)c1ccc(COC(CN2CCN(C(=O)COc3ccc(Cl)cc3)CC2)c2cccc(OC)c2)cc1 (configuration not stated)	-1.4	-1.3	1.4
C=C[C@@]12CN(C)[C@H]3[C@H]1[C@@]1(C(=O)Nc4ccccc41)C1CC2[C@@H]3CO1	-10.3	-7.0	-3.3
COc1cccc(Cc2nsc(Oc3ccc(CC(=O)N4CCN(Cc5ccccc5)CC4)cc3)n2)c1	-9.9	-13.6	-4.1
O=C(c1cc(F)cc(F)c1)N1CCN(CCOC(c2ccccc2)c2ccccc2)CC1	15.6	-3.2	-6.7
C=C[C@H]1CN2CC[C@H]1C[C@@H]2[C@@H](O)c1ccnc2ccccc12	-6.9	-7.8	nt
CC(=O)N(C1CC1)C1CCOC2(CCNCC2)C1 (configuration not stated)	nt	-2.2	-2.5
CC1OC(=O)[C@@H](C(C)C)NC(=O)C(C(C)C)OC(=O)[C@H](C(C)C)NC(=O)C(C)OC(=O)[C@@H](C(C)C)NC(=O)C(C(C)C)OC(=O)[C@H](C(C)C)NC(=O)C(C)OC(=O)[C@@H](C(C)C)NC(=O)C(C(C)C)OC(=O)[C@H](C(C)C)NC1=O (some centres not stated)	1.5	-4.9	-6.4
